BioA inh: BioA (M. tuberculosis) enzyme inhibition. AID 602481. hit rate 0.096% among 360,000. purified M. tuberculosis BioA enzyme, plate reader. inhibition, % at 9.99 µM; in the data active = inhibition above about 40%
The depositor's hits bear a star; & = joins results of further samples.

SMILES | BioA inh
CN(C)C(=O)c1ccc(-c2ccc([C@@H]3[C@@H](CO)N(C(=O)C4CCCC4)[C@H]3C#N)cc2)cc1 | -3.6
CC(C)CC#Cc1cnc2c(c1)C(=O)N([C@H](C)CO)C[C@@H](C)[C@H](CN(C)C(=O)c1ccc3c(c1)OCO3)O2 | -0.6
C[C@@H]1CN([C@H](C)CO)C(=O)Cc2cc(N(C)C)ccc2O[C@@H]1CN(C)S(=O)(=O)c1cccs1 | 1.5
COc1cccc(CN2CCCCN3[C@H](CO)[C@H](c4ccc(-c5cccc(C#N)c5)cc4)[C@@H]3C2)c1 | -4.0
CC(C)NC(=O)N1[C@H](CO)[C@@H](c2ccc(-c3ccc(F)cc3)cc2)[C@@H]1C#N | 1.6
CC(C)NC(=O)N1[C@H](CO)[C@@H](c2ccc(C#CC3CCCC3)cc2)[C@@H]1C#N | -3.7
C[C@@H]1CN([C@@H](C)CO)C(=O)c2c(c3ccccc3n2C)-c2ccccc2CO[C@@H]1CN(C)C(=O)[C@H](Cc1ccccc1)N(C)C | -0.4
COc1ccc(CN(C)C[C@@H]2Oc3ccc(NC(=O)Cn4cnnn4)cc3CC(=O)N([C@@H](C)CO)C[C@@H]2C)cc1 | 7.5
COc1cccc(CNC(=O)C[C@@H]2CC[C@@H](NC(=O)C3CC3)[C@H](CO)O2)c1 | 4.1
COc1ccc(C#Cc2ccc([C@H]3[C@H]4CN(C(=O)Nc5ccc(F)cc5)CCCCN4[C@H]3CO)cc2)cc1 | 0.2
O=C(C[C@@H]1C=C[C@@H](NC(=O)CCN2CCCCC2)[C@H](CO)O1)Nc1ccc(-c2ccccc2)cc1 | 1.8
COCCNC(=O)C[C@@H]1CC[C@H]2[C@@H](COC[C@H](O)CN2Cc2ccc(Cl)c(Cl)c2)O1 | 1.2
N#C[C@@H]1[C@@H](c2ccc(C3=CCCC3)cc2)[C@H](CO)N1c1nc(-c2ccccc2)cs1 | -1.5
CN1c2ccc(-c3ccccc3F)cc2[C@H]2[C@H](CCN2C(=O)Cc2ccccn2)[C@@H]1CO | -0.1
CO[C@@H]1CN(C)C(=O)c2cc(NS(=O)(=O)c3ccc(Oc4ccccc4)cc3)ccc2OC[C@@H](C)NC[C@@H]1C | 0.0
CCC(=O)N(C)C[C@@H]1Oc2cc(-c3cncnc3)ccc2S(=O)(=O)N([C@H](C)CO)C[C@H]1C | 1.1
CO[C@H]1CN(C)C(=O)c2ccc(NC(=O)Nc3cccc(F)c3)cc2OC[C@H](C)N(C)C[C@H]1C | -1.6
CCCNC(=O)C[C@@H]1CC[C@@H]2[C@H](COC[C@@H](O)CN2C(=O)Nc2c(C)noc2C)O1 | 0.3
C[C@H]1CN([C@@H](C)CO)C(=O)Cc2cc(NS(=O)(=O)c3ccccc3)ccc2O[C@H]1CN(C)S(=O)(=O)c1ccc(Cl)cc1 | 2.2
CC(C)NC(=O)N1CCCCN2[C@H](CO)[C@H](c3ccc(C#C[C@H](C)O)cc3)[C@@H]2C1 | -2.1
O=C(C[C@@H]1C=C[C@H](NC(=O)CCN2CCCCC2)[C@H](CO)O1)NCc1ccc(Cl)c(Cl)c1 | 2.0
COc1cccc(NC(=O)N(C)C[C@@H]2Oc3cc(/C=C/c4ccccc4)ccc3S(=O)(=O)N([C@@H](C)CO)C[C@H]2C)c1 | -1.8
COc1ccc(CN(C)C[C@@H]2Oc3ccc(NC(=O)Cc4ccccc4)cc3CC(=O)N([C@H](C)CO)C[C@@H]2C)cc1 | -0.1
C[C@H](CO)N1C[C@H](C)[C@H](CN(C)Cc2ccccn2)Oc2ncc(C#Cc3ccc(F)cc3)cc2C1=O | 0.4
C[C@@H]1CN([C@H](C)CO)C(=O)c2cc(-c3ccccc3F)cnc2O[C@@H]1CN(C)Cc1ccccc1 | 0.6
Cc1ccc(S(=O)(=O)N(C)C[C@H]2Oc3ccc(NC(=O)C4CC4)cc3C(=O)N([C@@H](C)CO)C[C@@H]2C)cc1 | 0.1
Cc1noc(C)c1S(=O)(=O)Nc1ccc2c(c1)CC(=O)N([C@@H](C)CO)C[C@H](C)[C@@H](CN(C)Cc1ccc(C(F)(F)F)cc1)O2 | 6.2
C[C@@H]1CCCCO[C@H](CN(C)Cc2ccccc2)[C@@H](C)CN([C@H](C)CO)C(=O)c2cc(NC(=O)CCCN(C)C)ccc2O1 | -2.4
CCCC(=O)Nc1ccc2c(c1)C(=O)N(C)C[C@H](OC)[C@H](C)CN(Cc1ccccn1)[C@@H](C)CO2 | -0.5
C[C@H](CO)N1C[C@H](C)[C@H](CN(C)Cc2ccc3c(c2)OCO3)Oc2ccc(NS(=O)(=O)c3ccccc3)cc2CC1=O | -0.5
CN1C(=O)c2cc(NC(=O)c3cccc(F)c3)ccc2OC[C@@H]2O[C@H](CC(=O)NC3CCC3)CC[C@H]21 | 8.0&7.5
CCC(=O)N(C)C[C@H]1Oc2ncc(-c3cccc(OC)c3)cc2C(=O)N([C@@H](C)CO)C[C@H]1C | -1.3
O=C(C[C@H]1C=C[C@H](NC(=O)CN2CCOCC2)[C@H](CO)O1)NC1CCCCC1 | 1.1
O=C1O[C@@H](c2ccccc2)[C@@H](c2ccccc2)N2[C@@H](c3ccc(OCCO)cc3)[C@]3(C(=O)Nc4ccc(C#CCCO)cc43)[C@@H](C(=O)N3CCN(c4ncccn4)CC3)[C@H]12 | -2.3
C[C@@H](NC(=O)C[C@H]1CC[C@@H]2[C@H](COc3ccc(NS(=O)(=O)c4ccc(Cl)cc4)cc3C(=O)N2C)O1)c1ccccc1 | -0.7
COc1ccc(NC(=O)Nc2ccc3c(c2)C(=O)N([C@H](C)CO)C[C@@H](C)[C@@H](CN(C)S(=O)(=O)c2ccc(F)cc2)OCCCC[C@H](C)O3)cc1 | -1.3
C[C@@H]1CN([C@H](C)CO)C(=O)c2cc(NC(=O)Cc3ccccc3)ccc2O[C@@H]1CN(C)Cc1ccncc1 | 0.8
COc1ccc(S(=O)(=O)Nc2ccc3c(c2)CC(=O)N([C@@H](C)CO)C[C@@H](C)[C@H](CN(C)S(=O)(=O)c2c(C)noc2C)O3)cc1 | 4.2
Cc1ccc(-c2ccc([C@H]3[C@@H](CO)N4CCCCN(S(=O)(=O)c5ccccc5C)C[C@@H]34)cc2)cc1 | -3.2
CO[C@@H]1CN(C)C(=O)c2ccc(NC(=O)C3CCC3)cc2OC[C@H](C)N(Cc2ccccn2)C[C@@H]1C | 0.7
CCS(=O)(=O)Nc1ccc2c(c1)C(=O)N(C)C[C@H](OC)[C@@H](C)CN(C(=O)COC)[C@H](C)CO2 | 3.5
COc1ccc(C#Cc2ccc3c(c2)[C@]2(C(=O)N3)[C@H](c3ccccc3OCCO)N3[C@H](c4ccccc4)[C@H](c4ccccc4)OC(=O)[C@H]3[C@@H]2C(=O)N2CCN(c3ncccn3)CC2)cc1 | -0.5
COc1ccc(CN2C[C@H](O)COC[C@H]3O[C@@H](CC(=O)N4CCc5ccccc5C4)CC[C@@H]32)cc1 | 1.3
CCNC(=O)C[C@@H]1CC[C@@H]2[C@@H](COc3ccc(NC(=O)c4cscn4)cc3C(=O)N2C)O1 | -0.5
CC=Cc1ccc2n(c1=O)C[C@H]1[C@H](CO)[C@@H](C(=O)N(C)C)N[C@@H]21 (mixture of isomers) | -3.1
C[C@H]1CN([C@@H](C)CO)C(=O)c2cc(NC(=O)CCN3CCOCC3)ccc2O[C@@H]1CN(C)Cc1ccc(C(=O)Nc2ccccc2N)cc1 | 0.5
C[C@@H]1CN([C@H](C)CO)C(=O)c2cccc(N(C)C)c2O[C@H]1CN(C)C(=O)Nc1ccccc1 | -1.4
C[C@H]1CCCCO[C@@H](CN(C)C(=O)Nc2ccc(C(F)(F)F)cc2)[C@@H](C)CN([C@@H](C)CO)C(=O)c2cc(NC(=O)Cc3ccccc3)ccc2O1 | -7.7
O=S(=O)(N[C@@H]1CC[C@@H](CCn2cc(C3CC3)nn2)O[C@@H]1CO)c1ccc(Cl)cc1 | -2.1
Cc1ccc(S(=O)(=O)N(C)C[C@H]2OCc3ccccc3-c3c(n(C)c4ccccc34)C(=O)N([C@H](C)CO)C[C@@H]2C)cc1 | -0.3
CO[C@H]1CN(C)C(=O)c2cc(NC(=O)C3CC3)ccc2OC[C@@H](C)N(C(=O)CN2CCOCC2)C[C@H]1C | -0.8
C[C@@H]1CN([C@H](C)CO)C(=O)c2cccc(NC(=O)Nc3ccc(F)cc3)c2O[C@@H]1CN(C)S(=O)(=O)c1ccc(Cl)cc1 | -3.0
C[C@@H]1CCCCO[C@H](CN(C)Cc2ccc(C(F)(F)F)cc2)[C@@H](C)CN([C@@H](C)CO)C(=O)c2cc(NC(=O)Nc3ccc(C(F)(F)F)cc3)ccc2O1 | 0.6
Cc1noc(C)c1S(=O)(=O)Nc1ccc2c(c1)C(=O)N([C@H](C)CO)C[C@@H](C)[C@@H](CN(C)S(=O)(=O)c1cccs1)OCCCC[C@H](C)O2 | -5.0
CNC[C@H]1Oc2ccc(NC(=O)Cc3ccccc3)cc2CC(=O)N([C@@H](C)CO)C[C@H]1C | -1.5
C[C@H]1CN([C@@H](C)CO)C(=O)c2cccc(NC(=O)c3ccncc3)c2O[C@@H]1CN(C)C(=O)Nc1cccc2ccccc12 | -1.3
CC(C)[C@H](C)NC(=O)N(C)C[C@H]1OCc2ccccc2-c2c(n(C)c3ccccc23)C(=O)N([C@@H](C)CO)C[C@H]1C | 1.1
C[C@@H]1CCCCO[C@H](CN(C)Cc2ccc(C(=O)O)cc2)[C@H](C)CN([C@H](C)CO)C(=O)c2cc(NC(=O)C3CCCCC3)ccc2O1 | -1.6
O=C(Nc1cccc(Cl)c1)N1C[C@@H]2[C@H](c3ccccc31)[C@H](CO)N2C(=O)C1CCCC1 | -5.9
COc1ccc(CNC(=O)C[C@H]2CC[C@H](NC(=O)Nc3ccc4c(c3)OCO4)[C@H](CO)O2)cc1 | -3.5

Reformatted field by field: part of the list above.
Compound: C[C@@H]1CCCCO[C@H](CN(C)Cc2ccc(C(=O)O)cc2)[C@H](C)CN([C@H](C)CO)C(=O)c2cc(NC(=O)C3CCCCC3)ccc2O1
- BioA inh = -1.6
Compound: C[C@H]1CN([C@@H](C)CO)C(=O)c2cccc(NC(=O)c3ccncc3)c2O[C@@H]1CN(C)C(=O)Nc1cccc2ccccc12
- BioA inh = -1.3
Compound: CC(C)[C@H](C)NC(=O)N(C)C[C@H]1OCc2ccccc2-c2c(n(C)c3ccccc23)C(=O)N([C@@H](C)CO)C[C@H]1C
- BioA inh = 1.1
Compound: CO[C@H]1CN(C)C(=O)c2cc(NC(=O)C3CC3)ccc2OC[C@@H](C)N(C(=O)CN2CCOCC2)C[C@H]1C
- BioA inh = -0.8

Arranged by SMILES length (ascending): part of the list above
SMILES | BioA inh
CNC[C@H]1Oc2ccc(NC(=O)Cc3ccccc3)cc2CC(=O)N([C@@H](C)CO)C[C@H]1C | -1.5
C[C@@H]1CN([C@H](C)CO)C(=O)c2cccc(NC(=O)Nc3ccc(F)cc3)c2O[C@@H]1CN(C)S(=O)(=O)c1ccc(Cl)cc1 | -3.0
Cc1noc(C)c1S(=O)(=O)Nc1ccc2c(c1)C(=O)N([C@H](C)CO)C[C@@H](C)[C@@H](CN(C)S(=O)(=O)c1cccs1)OCCCC[C@H](C)O2 | -5.0

Later entries
SMILES | BioA inh
C[C@H](CO)N1C[C@H](C)[C@@H](CN(C)S(=O)(=O)c2cccs2)Oc2ncc(/C=C/c3ccccc3)cc2C1=O | -2.1
C[C@@H]1CN([C@@H](C)CO)C(=O)c2cc(C#CC3CCCCC3)cnc2O[C@H]1CN(C)C(=O)C1CCCCC1 | 3.2
C[C@@H]1CN([C@H](C)CO)C(=O)c2cc(-c3ccccc3)cnc2O[C@@H]1CN(C)Cc1ccc(C(=O)O)cc1 | 2.2
CO[C@H]1CN(C)C(=O)c2ccc(NC(=O)c3nc4ccccc4s3)cc2OC[C@H](C)N(Cc2cccnc2)C[C@H]1C | -0.8
CC=Cc1ccc2n(c1=O)C[C@@H]1[C@@H](CO)[C@H](C(=O)N3CCOCC3)[C@H]2N1CC1CCCC1 (mixture of isomers) | -2.3
CO[C@H]1CN(C)C(=O)c2cc(NC(=O)Nc3ccccc3F)ccc2OC[C@H](C)N(C)C[C@@H]1C | -1.2
COc1cccc(S(=O)(=O)N2CCCCN3[C@@H](CO)[C@@H](c4ccc(C#CCC(C)C)cc4)[C@@H]3C2)c1 | -0.9
CO[C@@H]1CN(C)C(=O)c2cc(NC(=O)c3cnccn3)ccc2OC[C@@H](C)N(CC2CC2)C[C@H]1C | 1.3
COCC(=O)N1C[C@H](C)[C@@H](OC)CN(C)C(=O)c2cc(NC(=O)Nc3ccccc3)ccc2OC[C@H]1C | 1.1
O=C(C[C@H]1CC[C@H]2[C@@H](COC[C@H](O)CN2Cc2ccccc2)O1)N[C@@H]1CCN(Cc2ccccc2)C1 | -0.8
C[C@@H]1CN([C@H](C)CO)C(=O)c2cc(C3=CCCCC3)cnc2O[C@@H]1CN(C)C(=O)Cc1cccnc1 | 0.3
O=C(Cc1ccncc1)N[C@@H]1CC[C@H](CCn2cc(-c3ccccc3F)nn2)O[C@@H]1CO | -0.7

As entered above:
Entry of `CO[C@@H]1CN(C)C(=O)c2cc(NS(=O)(=O)c3ccc(Oc4ccccc4)cc3)ccc2OC[C@@H](C)NC[C@@H]1C` under BioA inh: 0.0
Entry of `C[C@H](CO)N1C[C@H](C)[C@@H](CN(C)S(=O)(=O)c2cccs2)Oc2ncc(/C=C/c3ccccc3)cc2C1=O` under BioA inh: -2.1
Entry of `COc1ccc(CNC(=O)C[C@H]2CC[C@H](NC(=O)Nc3ccc4c(c3)OCO4)[C@H](CO)O2)cc1` under BioA inh: -3.5

The listing continues:
SMILES | BioA inh
C[C@@H]1CN([C@@H](C)CO)C(=O)c2cccc(NS(=O)(=O)c3ccccc3)c2O[C@H]1CN(C)C(=O)NC1CCCCC1 | -1.4
C[C@@H]1CN([C@@H](C)CO)C(=O)Cc2cc(NC(=O)CCC(F)(F)F)ccc2O[C@H]1CN(C)C(=O)Nc1ccc2c(c1)OCO2 | -0.3
N#C[C@@H]1[C@H](c2ccc(-c3ccc(F)cc3)cc2)[C@H](CO)N1C(=O)Cc1ccccc1 | 0.4
Cc1noc(C)c1NC(=O)Nc1ccc2c(c1)C(=O)N([C@H](C)CO)C[C@@H](C)[C@@H](CN(C)S(=O)(=O)c1ccc(Cl)cc1)O2 | -1.5
CC(C)C#Cc1ccc2c(c1)O[C@@H](CN(C)S(=O)(=O)c1cn(C)cn1)[C@H](C)CN([C@H](C)CO)S2(=O)=O | 2.2

Screens as filed in PubChem BioAssay.

A portion of the library; the hit share may differ from the screen's.
